# Tb MetRS inh – blocks T. brucei methionyl-tRNA synthetase activity; purified T. brucei MetRS, ATP depletion, Kinase-Glo luminescence; 0.4% of 360,000 active; inhibition, % at 11.9 µM;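 active means inhibition above a per-plate cutoff of the control wells' mean inhibition plus 3 SD, cut at about 5.5% in these data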;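 further: 0% = DMSO wells median and 100% = median of wells with control inhibitor compound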
#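 assay system = parasite MetRS enzyme | timing = 15 min preincubation, 2 h reaction, all 25 °C | evaluation = percent inhibition relative to median high and low control wells | medium = HEPES buffer containing pyrophosphatase, BSA, spermine, DTT | compound = single dose, 11.9 µM final nominal, 0.9% final DMSO | detection = Kinase-Glo luminescence, ATP depletion format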
# Scp1 inh – inhibitors of human Scp-1 phosphatase. Q9GZU7. Recombinant Scp1, phosphopeptide, malachite green phosphate absorbance. inhibition, % at 20 µM. 0.88% of 340,000 active. AID 493091;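 active means inhibition above about 50% at 20 µM, limit read from the data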;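 further: plate controls were DMSO wells with enzyme for no effect and wells lacking enzyme for full effect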
#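 Material – SCP-1 phosphatase catalytic domain, residues 76-261 · Buffer or medium – Acidic Tris acetate buffer with magnesium and detergent · Also added – Phospho 17-mer peptide substrate · Compound – single 20 µM dose, 1% DMSO · Times – 45 min room-temperature reaction, 5 min colour, 30 min stabiliser · Technique – Phosphate-binding colour reagent, absorbance read at 630 nm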
# DNMT1 block – DNMT1 (human) enzyme inhibition; P26358; DNMT1 molecular beacon, Hinp1I cleavage, fluorescence; inhibition (reported as % activation of signal), % at 10 µM; 0.83% of 360,000 active; in the data active means inhibition above about 50%
# Target sequence (P26358 504-1616 limits assumed): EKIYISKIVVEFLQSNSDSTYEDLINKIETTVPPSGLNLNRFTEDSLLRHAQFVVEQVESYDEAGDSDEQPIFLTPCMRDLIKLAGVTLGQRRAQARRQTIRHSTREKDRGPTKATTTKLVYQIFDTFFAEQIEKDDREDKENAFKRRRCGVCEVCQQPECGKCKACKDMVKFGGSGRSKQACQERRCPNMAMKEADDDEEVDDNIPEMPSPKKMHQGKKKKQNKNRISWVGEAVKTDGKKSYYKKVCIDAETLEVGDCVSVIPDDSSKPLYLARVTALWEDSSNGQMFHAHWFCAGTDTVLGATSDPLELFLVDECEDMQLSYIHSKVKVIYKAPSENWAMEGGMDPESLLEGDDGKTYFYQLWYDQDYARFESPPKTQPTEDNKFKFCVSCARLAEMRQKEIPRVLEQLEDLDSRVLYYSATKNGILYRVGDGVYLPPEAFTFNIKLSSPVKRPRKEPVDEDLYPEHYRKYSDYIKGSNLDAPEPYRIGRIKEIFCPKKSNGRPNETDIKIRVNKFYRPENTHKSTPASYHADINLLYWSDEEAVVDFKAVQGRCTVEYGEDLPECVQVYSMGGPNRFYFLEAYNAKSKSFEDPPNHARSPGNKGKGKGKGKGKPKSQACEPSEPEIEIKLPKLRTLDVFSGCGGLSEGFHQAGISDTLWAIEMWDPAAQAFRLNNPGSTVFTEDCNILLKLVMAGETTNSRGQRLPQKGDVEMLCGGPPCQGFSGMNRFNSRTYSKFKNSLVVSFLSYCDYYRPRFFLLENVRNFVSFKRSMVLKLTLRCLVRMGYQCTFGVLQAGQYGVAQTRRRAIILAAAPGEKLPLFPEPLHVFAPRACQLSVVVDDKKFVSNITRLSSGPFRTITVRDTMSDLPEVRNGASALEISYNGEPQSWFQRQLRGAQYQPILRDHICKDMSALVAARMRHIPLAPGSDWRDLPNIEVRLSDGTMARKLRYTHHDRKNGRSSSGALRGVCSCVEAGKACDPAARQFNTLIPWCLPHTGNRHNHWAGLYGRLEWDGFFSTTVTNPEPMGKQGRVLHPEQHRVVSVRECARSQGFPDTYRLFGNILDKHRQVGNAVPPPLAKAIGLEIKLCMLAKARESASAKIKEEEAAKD
# Rpn11 inh – blocks the human proteasome subunit Rpn11; human 26S proteasome, Ub4-pepOG fluorescence polarization; 20S core pre-blocked with epoxomicin; calls only at 20 µM; 0.59% of 360,000 active; AID 588493;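 active means inhibition at 20 µM, scaled to each plate's controls, above about 33%, limit read from the data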
# MsrA inh – bovine MsrA inhibition; purified bovine MsrA, absorbance read-out; inhibition, % at 15.5 µM; 0.75% of 360,000 active; AID 651718; in the data active means inhibition above about 4.5%;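 further: 0% = vehicle wells with enzyme and 100% = reference inhibitor wells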
# SUMO1 PPI mod – alters human SUMO1 binding to SIM partners; P63165; SUMO1 binding to a labelled peptide, TR-FRET, 1 h; inhibition, % at 20 µM; 0.33% of 360,000 active; in the data active means inhibition above about 37%
# STEP inh – inhibitors of human striatal-enriched phosphatase STEP; P54829; recombinant STEP, OMFP fluorogenic substrate, fluorescence; inhibition, % at 20 µM; 0.25% of 360,000 active; AID 588621;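 active means inhibition at 20 µM, scaled per plate between control wells, above about 37%, limit read from the data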;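 further: 0% = DMSO with enzyme and substrate and 100% = substrate only without enzyme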
#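 Material: STEP (striatal-enriched tyrosine phosphatase) enzyme, cell-free | Medium: 50 mM Bis-Tris pH 6.0 with 2.5 mM DTT and 0.005% Tween 20 | Read-out: Percent inhibition scaled to no-enzyme and uninhibited-enzyme controls, plate-pattern corrected | Signal: Fluorescence read at 480 nm ex / 540 nm em | Times: 20 min reaction, room temperature, in the dark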
# CSN deneddyl inh – CSN deneddylation inhibition. inhibition, % at 12.5 µM. Q92905. AID 651999. Purified CSN, SCF-Nedd8-OG deneddylation, fluorescence polarization. 0.38% of 360,000 active;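 active means pattern-corrected inhibition above about 35%, with an unprinted fluorescence ratio check between 0.5 and 1.5, limit read from the data, passing the limit was not always enough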;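 further: 0% = enzyme with substrate and 100% = substrate without enzyme; some results filed as inactive read as strong as hits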
#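 Material: purified human Csn5 enzyme expressed in HEK293T cells / Medium: Tris buffer pH 7.5, NaCl, DTT, Tween-20, trehalose, ovalbumin / Compound dosing: 12.5 µM single point / Schedule: 90 min incubation of compound, enzyme and substrate at room temperature / Signal: fluorescence polarization of the substrate / Control set: no-enzyme wells high, enzyme-with-substrate wells low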
# NadD block – blocks S. aureus nicotinate mononucleotide adenylyltransferase | purified NadD enzyme, colorimetric absorbance read-out | inhibition, % at 20 µM | AID 602399 | 0.78% of 360,000 active; in the data active means inhibition above about 26%; further: some compounds past the cut are filed as inactive
# LMPTP block – LMPTP (human) inhibition; recombinant LMPTP-A, OMFP fluorogenic substrate, fluorescence intensity; AID 651560; P24666; inhibition, % at 20 µM; 0.22% of 360,000 active;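 active means compounds that cut the enzyme signal by at least half of the control window in the single-dose screen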;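 further: plate controls were DMSO wells with enzyme plus substrate for no effect and substrate without enzyme for full effect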
#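 test system = LMPTP-A | amount = 0.625 nM LMPTP-A final | reagent = fluorogenic phosphatase substrate OMFP at 400 µM final | incubation = 50 min at room temperature | benchmarks = no-enzyme low control, uninhibited high control | medium = Bis-Tris pH 6.0, DTT, detergent | signal = fluorescence intensity of OMFP turnover product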
# Active calls of the source: *; i = inactive.
SMILES	Tb MetRS inh	Scp1 inh	DNMT1 block	Rpn11 inh	MsrA inh	SUMO1 PPI mod	STEP inh	CSN deneddyl inh	NadD block	LMPTP block
Cc1cc(C)cc(OCC(=O)OCC(=O)N(C)CC(=O)Nc2ccc(F)cc2)c1	-0.3	-7	0	i	-0.6	8	1	-2	-4	0.0
O=C(Nc1cccc(C(F)(F)F)c1)NC1CCCCC1	-0.1	-9	-3	i	0.4	2	2	3	-2	2.1
COc1ccc(N2CCN(S(=O)(=O)/C=C/c3ccccc3)CC2)cc1	-0.7	-5	3	i	-0.5	-2	-2	-1	9	1.2
COc1ccc2[nH]c3c(NCCN(C(C)C)C(C)C)ncnc3c2c1	0.2	-5	-1	i	0.1	-5	2	-5	7	-1.9
Cn1cc(C2OC(=O)c3ccccc32)c2ccccc21 (configuration not stated)	0.0	-15	1	i	-0.1	7	2	-1	-5	0.8
Cc1oc(-c2ccccc2)nc1Cn1cccc1C1=NC(c2ccccc2)CO1 (configuration not stated)	-0.5	6	-1	i	1.6	-3	3	6	-2	3.8
COc1ccc(/C=N/NS(=O)(=O)c2ccc(C)cc2)cc1OC(=O)c1ccccc1	0.0	-10	-9	i	1.0	0	3	-6	6	4.1
Cc1ccc(NC(=O)c2ccc3c(=O)n4c(nc3c2)CCCCC4)cc1F	-0.4	-1	-3	i	-0.9	1	0	9	-3	1.2
CC(C)(C)C(=O)CN1C(=O)NC(c2ccccc2)(c2ccccc2)C1=O	-0.1	-10	0	i	0.0	0	1	2	3	0.3
CCOc1ccc(OCCNC(=O)c2ccc3c(c2)nnn3CC)cc1	-0.5	-4	-1	i	0.5	-3	3	-1	-8	-0.4
CCC(C)NC(=O)CC(NS(=O)(=O)c1ccc(NC(C)=O)cc1)C(C)C (configuration not stated)	0.1	-3	1	i	-0.7	2	-1	0	-2	-1.7
CC(=O)c1cccc(N(CC(=O)NCC2CCCO2)C(=O)CCC(=O)Nc2cc(C)on2)c1 (configuration not stated)	0.6	3	3	i	0.3	2	-2	6	-3	-0.7
COc1cccc2sc(N(CCN(C)C)C(=O)c3ccc(S(=O)(=O)N4CCCC4)cc3)nc12	0.1	2	2	i	-1.1	0	-1	-3	-9	-0.3
CCn1c(SCC(=O)c2cc(OC)ccc2OC)nnc1-c1ccncc1	-0.3	-3	-2	i	-0.2	-3	-5	0	-7	-0.7
O=C(COC(=O)/C=C/c1ccccc1)NC1CCS(=O)(=O)C1 (configuration not stated)	-0.1	-3	6	i	0.2	-7	-1	1	2	-1.0
Cc1cc(NC(=O)CN2CCCC(C)C2)n(-c2nc3ccccc3s2)n1 (configuration not stated)	-2.9	0	-2	i	0.1	2	0	-4	3	2.1
O=C(Cc1nnc(NC(=O)Nc2ccccc2F)s1)NCc1ccccc1	2.8	-4	4	i	-2.3	0	-1	-4	3	-0.4
Cc1c(C(=O)N2CCN(C/C=C/c3ccccc3)CC2)oc2c(F)cccc12	-0.3	-2	-20	i	0.4	3	1	2	1	0.3
O=C(CN1C(=O)NC2(CCCCC2)C1=O)N1CCN(S(=O)(=O)/C=C/c2ccccc2)CC1	-0.5	-6	1	i	0.1	0	-1	6	-4	-0.4
Cc1cc(NC(=O)c2ccccc2)ccc1NC(=O)Cc1ccccc1	-1.8	0	4	i	-0.2	4	1	2	-6	-3.0
CCOC(=O)c1sc2nc(C)nc(SCC(=O)NC(C)CCc3ccccc3)c2c1C (configuration not stated)	0.2	-4	9	i	-0.8	-1	-2	7	-2	-0.7
O=C(NCCc1ccccn1)c1cc(-c2ccccc2Cl)nc2ccccc12	0.1	-6	-5	i	0.7	-8	-4	-6	-1	-1.5

# Arranged by length of the SMILES (ascending): part of the list above.
SMILES	Tb MetRS inh	Scp1 inh	DNMT1 block	Rpn11 inh	MsrA inh	SUMO1 PPI mod	STEP inh	CSN deneddyl inh	NadD block	LMPTP block
CCOc1ccc(OCCNC(=O)c2ccc3c(c2)nnn3CC)cc1	-0.5	-4	-1	i	0.5	-3	3	-1	-8	-0.4
Cc1cc(NC(=O)c2ccccc2)ccc1NC(=O)Cc1ccccc1	-1.8	0	4	i	-0.2	4	1	2	-6	-3.0
CCn1c(SCC(=O)c2cc(OC)ccc2OC)nnc1-c1ccncc1	-0.3	-3	-2	i	-0.2	-3	-5	0	-7	-0.7
O=C(NCCc1ccccn1)c1cc(-c2ccccc2Cl)nc2ccccc12	0.1	-6	-5	i	0.7	-8	-4	-6	-1	-1.5
Cc1cc(NC(=O)CN2CCCC(C)C2)n(-c2nc3ccccc3s2)n1 (configuration not stated)	-2.9	0	-2	i	0.1	2	0	-4	3	2.1
Cc1ccc(NC(=O)c2ccc3c(=O)n4c(nc3c2)CCCCC4)cc1F	-0.4	-1	-3	i	-0.9	1	0	9	-3	1.2
CC(C)(C)C(=O)CN1C(=O)NC(c2ccccc2)(c2ccccc2)C1=O	-0.1	-10	0	i	0.0	0	1	2	3	0.3
Cc1c(C(=O)N2CCN(C/C=C/c3ccccc3)CC2)oc2c(F)cccc12	-0.3	-2	-20	i	0.4	3	1	2	1	0.3
CCOC(=O)c1sc2nc(C)nc(SCC(=O)NC(C)CCc3ccccc3)c2c1C (configuration not stated)	0.2	-4	9	i	-0.8	-1	-2	7	-2	-0.7
COc1ccc(/C=N/NS(=O)(=O)c2ccc(C)cc2)cc1OC(=O)c1ccccc1	0.0	-10	-9	i	1.0	0	3	-6	6	4.1
CC(=O)c1cccc(N(CC(=O)NCC2CCCO2)C(=O)CCC(=O)Nc2cc(C)on2)c1 (configuration not stated)	0.6	3	3	i	0.3	2	-2	6	-3	-0.7
COc1cccc2sc(N(CCN(C)C)C(=O)c3ccc(S(=O)(=O)N4CCCC4)cc3)nc12	0.1	2	2	i	-1.1	0	-1	-3	-9	-0.3
O=C(CN1C(=O)NC2(CCCCC2)C1=O)N1CCN(S(=O)(=O)/C=C/c2ccccc2)CC1	-0.5	-6	1	i	0.1	0	-1	6	-4	-0.4
